# Bioassay records: PubChem BioAssay, The Scripps Research Institute Molecular Screening Center
# proKLK7 act – activators of human kallikrein-7 zymogen. 370,000 compounds, 0.9% hits. activation, % at 7 µM. purified proKLK7, EDANS-DABCYL substrate fluorescence; 100% is mature enzyme control, 0% vehicle;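 active = activation above the mean of all tested compounds plus 3 SD, computed per campaign excluding outliers beyond control limits, cut at about 13% in these data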
# Target sequence (P49862 whole entry, looked up): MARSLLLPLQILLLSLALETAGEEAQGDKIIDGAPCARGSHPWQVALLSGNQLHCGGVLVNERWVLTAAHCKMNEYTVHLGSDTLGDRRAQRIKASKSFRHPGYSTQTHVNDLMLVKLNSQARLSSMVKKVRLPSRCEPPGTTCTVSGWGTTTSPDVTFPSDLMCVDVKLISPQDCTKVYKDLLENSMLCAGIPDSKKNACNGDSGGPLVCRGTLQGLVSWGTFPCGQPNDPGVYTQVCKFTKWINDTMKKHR
# Tn6 DDE FP – inhibitors of Tn6 peptide binding to human fibrin DD(E); P02675; Fibrin DD(E) TRITC-Tn6 fluorescence polarization displacement; inhibition, % at 8.3 µM; 370,000 compounds, 0.21% hits;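 active = inhibition above a per-campaign cutoff: mean of compounds within control limits plus 3 SD, cut at about 15% in these data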;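 also: 0% = median of all compound wells on the plate and 100% = blocking peptide control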
# LEDGF integ inh – blocks HIV-1 LEDGF/p75-dependent DNA integration; TR-FRET IN-LEDGF/p75 DNA integration, Eu/Cy5; inhibition, % at 3.7 µM; 370,000 compounds, 0.64% hits; AID 743269;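 active = inhibition above the screen-wide mean plus 3 SD, cut at about 13% in these data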;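 also: signal is the Cy5 over europium emission ratio at 671 and 618 nm; 0% = plate median of compound wells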
# ADAM10 inh – inhibits human ADAM10; recombinant ADAM10, EDANS/DABCYL FRET peptide cleavage, 3 h; inhibition, % at 7 µM; O14672; 370,000 compounds, 0.62% hits;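 active = inhibition above a per-campaign cutoff equal to the mean of compounds falling between control-based bounds plus 3 SD, cut at about 20% in these data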;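 also: 0% = DMSO wells while the 100% control is not disclosed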
# Target sequence (O14672 214-748 limits assumed): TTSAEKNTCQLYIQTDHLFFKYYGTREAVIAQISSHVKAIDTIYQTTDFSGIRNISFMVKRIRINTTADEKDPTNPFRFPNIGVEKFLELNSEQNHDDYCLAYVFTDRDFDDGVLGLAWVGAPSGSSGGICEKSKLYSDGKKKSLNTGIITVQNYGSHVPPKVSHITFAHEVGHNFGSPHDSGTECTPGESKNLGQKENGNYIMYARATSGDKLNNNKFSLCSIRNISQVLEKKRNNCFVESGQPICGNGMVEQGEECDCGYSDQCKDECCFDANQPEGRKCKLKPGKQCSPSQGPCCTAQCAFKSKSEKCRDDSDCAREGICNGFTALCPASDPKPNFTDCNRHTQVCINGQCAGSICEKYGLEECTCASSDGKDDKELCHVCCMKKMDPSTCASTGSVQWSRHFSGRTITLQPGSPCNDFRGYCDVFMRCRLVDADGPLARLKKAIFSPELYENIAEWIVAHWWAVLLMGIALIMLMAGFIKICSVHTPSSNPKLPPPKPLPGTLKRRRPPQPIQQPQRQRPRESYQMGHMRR
# TDP2 inh – blocks human TDP2 phosphodiesterase activity | O95551 | recombinant TDP2, T5PNP hydrolysis, p-nitrophenol absorbance 415 nm | inhibition, % at 12.8 µM | 370,000 compounds, 0.34% hits | AID 720702;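 active = inhibition above the mean of all tested compounds plus 3 SD, set per campaign, cut at about 25% in these data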;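 also: 0% = DMSO with enzyme and 100% = buffer with substrate but no TDP2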
#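 Assay system: recombinant human TDP2 / Reagent: T5PNP substrate at 5 mM, a TopII-DNA adduct mimic / Measured by: epi absorbance from released p-nitrophenol / Evaluation: % inhibition relative to enzyme-containing and enzyme-free wells / Control set: enzyme-free and DMSO wells / Replicates: each compound tested once, singlicate / Schedule: enzyme reaction with compound for 2 h at 37 °C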
# PLC-gamma1 inh – PLC-gamma1 (human) inhibition, primary screen; purified PLC-gamma1, fluorogenic substrate, fluorescence; 370,000 compounds, 0.84% hits; P19174; AID 720700; inhibition, % at 12.2 µM; in the data active = inhibition above about 9.5%
# ASAP1 GAP inh – ASAP1 ArfGAP inhibition. Q9ULH1. ASAP1-stimulated ARF1 GTP hydrolysis, GDP FP detection. inhibition, % at 16.5 µM. 360,000 compounds, 0.19% hits; in the data active = inhibition above about 25%;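 also: 0% = vehicle with enzyme and substrate and 100% = no enzyme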
# ARFGAP1 inhibitor – inhibitors of rat ARFGAP1. inhibition, % at 16.5 µM. Q62848. Arfgap1-stimulated ARF1 GTP hydrolysis, GDP FP detection. 360,000 compounds, 0.26% hits;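 active = inhibition above a per-plate limit, mean inhibition of low control wells plus 3 SD, cut at about 25% in these data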;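 also: 0% = DMSO wells with enzyme and 100% = wells lacking Arfgap1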
# Target sequence (Q62848 1-136 limits assumed): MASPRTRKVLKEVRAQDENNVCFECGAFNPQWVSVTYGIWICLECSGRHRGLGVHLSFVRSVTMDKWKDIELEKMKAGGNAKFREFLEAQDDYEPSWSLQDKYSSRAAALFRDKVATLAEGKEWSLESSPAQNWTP
#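 Repeats: one replicate per compound; assay system: rat Arfgap1 catalytic domain, aa 1-136; times: enzyme reaction 120 min at 25 °C after 20 min preincubation; detection: FP of antibody-bound GDP Alexa 633 tracer, ex 620/em 688 nm; benchmarks: high control wells lacking Arfgap1, low control full reaction with DMSO; reagent: human ARF1(Δ1-17)-GTP substrate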
# ADAM17 inh – inhibits human ADAM17; P78536; recombinant ADAM17, EDANS/DABCYL FRET peptide cleavage; inhibition, % at 6.95 µM; 370,000 compounds, 0.83% hits;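 active = inhibition above the mean of compounds lying between control limits plus 3 SD, set per campaign, cut at about 8.5% in these data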;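 also: 0% = DMSO-only wells as the low control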
# DDE Tn7 FP inh – DD(E)-Tn7 binding inhibition, primary FP screen; inhibition, % at 8.3 µM; P02675; AID 720508; FP displacement of FITC-Tn7 peptide from fibrin DD(E); 0% = median of compound wells per plate; 370,000 compounds, 0.13% hits;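 active = inhibition above the mean of compounds falling within the control limits plus 3 SD of them, cut at about 14% in these data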;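 also: 0% = plate median of compound wells and 100% = 10 µM Aha-Tn7 peptide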
#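 Assay system: Human fibrin DD(E) protein | Medium: Tris buffer with calcium and detergent, pH 7.8 | Reagent: 0.1 µM fluorescent Tn7 | Compound dosing: Single point at 8.3 µM | Times: 10 min preincubation, 3 h with tracer, room temperature | Detection: Fluorescence polarization of the labelled Tn7 tracer | Controls: Aha-Tn7 high control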
# * marks the source's active call; other numbers are inactive results. An unsorted share of the library, and some 4.2% of all compounds hit somewhere here.
No.	ARFGAP1 inhibitor	ASAP1 GAP inh	DDE Tn7 FP inh	PLC-gamma1 inh	Tn6 DDE FP	LEDGF integ inh	ADAM17 inh	TDP2 inh	ADAM10 inh	proKLK7 act	Molecule
1	1.7	-2.2	-3.3	-49.0	-7.0	0.8	0.7	-3.6	-35.4	-3.0	O=C(NCc1cccnc1)/C(=C/c1ccc(-c2cccc(C(F)(F)F)c2)o1)NC(=O)c1ccccc1
2	-4.5	15.4	-0.6	2.5	3.8	0.1	-4.1	-0.5	5.5	0.0	CN(Cc1ccc(C(C)(C)C)cc1)C(=O)Cc1ccc(S(=O)(=O)N2CCOCC2)s1
3	6.5	14.9	10.5	0.7	-12.1	-3.2	-1.1	-8.7	-1.9	0.4	O=C(N/N=C/c1cccnc1)c1ccc(NC(=O)c2ccccc2Cl)cc1
4	-7.0	9.3	4.5	0.2	-3.4	-3.3	-3.0	-18.6	7.8	-0.6	Cc1cccc(OCC(=O)N2CCc3ccccc3C2)c1
5	10.7	2.2	0.8	-3.5	0.4	-1.6	-4.2	-0.1	-28.9	0.2	CC(C)N1CCc2c(sc(NC(=O)Cc3ccccc3)c2C(N)=O)C1
6	-7.0	3.9	2.4	-4.6	-1.3	2.1	-4.3	6.5	-5.5	-0.9	Cc1ccc2[nH]c(C(=O)O)c(NC(=O)CN3CCN(c4cccc(C)c4C)CC3)c2c1
7	-1.6	1.8	-2.0	-19.2	3.1	0.7	-17.9	-3.4	-66.9	1.2	CC(C)(C)S(=O)N1Cc2cc(=O)n(Cc3ccccc3)c(CCO)c2[C@H]1CCO (some centres not stated)
8	-4.4	6.2	-5.9	7.5	2.6	-0.8	2.9	-13.7	2.7	0.4	O=C(NCCC1=CCCCC1)c1ccc([N+](=O)[O-])cc1
9	6.6	-1.1	-4.3	2.1	-4.8	2.1	-0.1	-12.8	-3.0	-0.2	O=C(Nc1ccc2c(c1)OCO2)c1cncc(Br)c1
10	-14.4	-7.2	-0.8	-3.4	-2.2	3.6	-0.5	-4.9	-0.4	0.6	CN(c1ccccc1)S(=O)(=O)c1cccc(NC(=O)CSc2nccc(=O)[nH]2)c1
11	-4.4	-0.2	1.7	1.9	1.8	-0.8	1.6	9.2	-1.8	-0.2	CNc1ncc(C(=O)c2ccccc2)s1
12	-0.4	-1.2	-0.4	-0.9	4.0	-6.8	-6.0	-19.6	-4.3	0.4	COC(=O)[C@H](C)NC(=O)NCc1ccc(S(N)(=O)=O)cc1
13	-7.1	11.2	7.7	-5.2	0.4	-3.1	-47.5	9.8	-134.4	-15.3	CCOC(=O)Nc1nnc(-c2ccccc2OC)s1
14	-5.1	-2.0	5.1	-1.9	-2.0	-6.1	-4.7	-1.0	-3.0	-0.1	O=C(Nc1ccc2c(c1)OCCO2)N1CCN(c2ccc(F)cc2)CC1
15	1.3	-0.2	3.8	4.5	-3.7	-5.9	-0.7	1.8	-0.8	-0.2	Cc1c(NC(=O)CSc2nnc(-c3cccc(Cl)c3)o2)c(=O)n(-c2ccccc2)n1C
16	-10.3	-5.7	2.0	0.7	7.5	-1.3	4.6	-7.3	4.7	0.7	Cn1c(O)c(N=NC(=O)CNC(=O)c2ccco2)c2ccccc21
17	-15.6	0.8	0.5	1.1	0.5	-4.2	-3.4	3.1	-4.8	-0.1	Cc1cccc(C(=O)NNC(=O)c2cccc([N+](=O)[O-])c2)c1
18	-4.3	4.3	4.1	-4.0	1.6	-3.1	-4.5	-5.3	-30.1	-0.7	Cc1cc(Br)c2nc(-c3ccc(Cl)cc3)c(Cc3cccc(Cl)c3)n2c1
19	6.8	2.0	3.7	-3.1	4.0	-0.6	-2.9	7.3	-12.3	-0.2	CCc1ccc(N(CC(=O)O)S(=O)(=O)c2c(C)noc2C)cc1
20	-3.1	-6.6	4.0	-5.9	4.0	0.5	-15.2	8.5	-33.6	0.5	CCc1ccc(-c2cc(C(=O)NN3CCOCC3)c3ccccc3n2)cc1
21	7.1	-3.5	0.1	-9.1	-1.6	0.4	-7.8	6.9	-12.3	-0.3	COc1ccc(CCCc2nnc(SCc3nc4ccccc4c(=O)[nH]3)n2C)cc1
22	5.4	-1.6	-6.5	2.3	-1.7	4.3	-2.8	19.4	-8.1	-0.6	CCOC(=O)N1CCN(C(=O)C2CCN(Cc3ccc(OC)cc3OC)CC2)CC1
23	-2.3	16.0	3.5	0.3	-1.2	0.4	-2.9	0.5	-6.9	-0.3	CCCCc1nc2sc3c(=O)[nH]cnc3c2c2c1CCCC2
24	-6.5	8.9	3.3	2.1	-8.4	3.2	2.1	2.1	-0.1	0.9	COc1ccccc1NC(=O)c1ccccc1Nc1ccccc1

# Reformatted: results already given
no.	Compound	ARFGAP1 inhibitor	ASAP1 GAP inh	DDE Tn7 FP inh	PLC-gamma1 inh	Tn6 DDE FP	LEDGF integ inh	ADAM17 inh	TDP2 inh	ADAM10 inh	proKLK7 act
11	CNc1ncc(C(=O)c2ccccc2)s1	-4.4	-0.2	1.7	1.9	1.8	-0.8	1.6	9.2	-1.8	-0.2
12	COC(=O)[C@H](C)NC(=O)NCc1ccc(S(N)(=O)=O)cc1	-0.4	-1.2	-0.4	-0.9	4.0	-6.8	-6.0	-19.6	-4.3	0.4
13	CCOC(=O)Nc1nnc(-c2ccccc2OC)s1	-7.1	11.2	7.7	-5.2	0.4	-3.1	-47.5	9.8	-134.4	-15.3
14	O=C(Nc1ccc2c(c1)OCCO2)N1CCN(c2ccc(F)cc2)CC1	-5.1	-2.0	5.1	-1.9	-2.0	-6.1	-4.7	-1.0	-3.0	-0.1
15	Cc1c(NC(=O)CSc2nnc(-c3cccc(Cl)c3)o2)c(=O)n(-c2ccccc2)n1C	1.3	-0.2	3.8	4.5	-3.7	-5.9	-0.7	1.8	-0.8	-0.2
16	Cn1c(O)c(N=NC(=O)CNC(=O)c2ccco2)c2ccccc21	-10.3	-5.7	2.0	0.7	7.5	-1.3	4.6	-7.3	4.7	0.7
17	Cc1cccc(C(=O)NNC(=O)c2cccc([N+](=O)[O-])c2)c1	-15.6	0.8	0.5	1.1	0.5	-4.2	-3.4	3.1	-4.8	-0.1
18	Cc1cc(Br)c2nc(-c3ccc(Cl)cc3)c(Cc3cccc(Cl)c3)n2c1	-4.3	4.3	4.1	-4.0	1.6	-3.1	-4.5	-5.3	-30.1	-0.7
19	CCc1ccc(N(CC(=O)O)S(=O)(=O)c2c(C)noc2C)cc1	6.8	2.0	3.7	-3.1	4.0	-0.6	-2.9	7.3	-12.3	-0.2
20	CCc1ccc(-c2cc(C(=O)NN3CCOCC3)c3ccccc3n2)cc1	-3.1	-6.6	4.0	-5.9	4.0	0.5	-15.2	8.5	-33.6	0.5
21	COc1ccc(CCCc2nnc(SCc3nc4ccccc4c(=O)[nH]3)n2C)cc1	7.1	-3.5	0.1	-9.1	-1.6	0.4	-7.8	6.9	-12.3	-0.3
22	CCOC(=O)N1CCN(C(=O)C2CCN(Cc3ccc(OC)cc3OC)CC2)CC1	5.4	-1.6	-6.5	2.3	-1.7	4.3	-2.8	19.4	-8.1	-0.6
23	CCCCc1nc2sc3c(=O)[nH]cnc3c2c2c1CCCC2	-2.3	16.0	3.5	0.3	-1.2	0.4	-2.9	0.5	-6.9	-0.3

# The listing continues.
No.	ARFGAP1 inhibitor	ASAP1 GAP inh	DDE Tn7 FP inh	PLC-gamma1 inh	Tn6 DDE FP	LEDGF integ inh	ADAM17 inh	TDP2 inh	ADAM10 inh	proKLK7 act	Molecule
25	3.8	0.5	3.7	-2.8	-2.8	-3.6	0.7	-6.1	2.7	0.8	COc1ccc(-c2noc(CCC(=O)N3CCN(c4ccccc4Br)CC3)n2)cc1
26	2.1	-4.6	-3.2	0.6	3.8	-2.5	3.8	-3.9	-7.0	0.4	COc1cccc(NS(=O)(=O)c2cc3c(cc2C)N(C(C)=O)CCO3)c1
27	-3.0	11.0	0.6	-2.9	-4.9	-1.9	0.4	-3.3	-2.3	0.2	OCCc1c[nH]c2ccc(C(F)(F)F)cc12
28	-2.0	-2.2	7.5	0.5	11.8	-0.6	-5.5	1.8	-3.6	-0.3	N/C(=N\OC(=O)N1CCOCC1)c1ccc(Br)cc1
29	-1.7	4.7	2.3	-2.1	6.9	-9.6	-0.7	-6.0	-1.1	-0.7	COC(=O)c1ccc(S(=O)(=O)N2CCCN(Cc3ccccc3)CC2)n1C
30	-1.8	2.4	3.6	-4.8	4.0	-0.1	-3.8	0.5	1.9	0.0	COc1ccc(/C(O)=C2/C(=O)C(=O)N(Cc3cccnc3)C2c2ccccn2)cc1 (configuration not stated)
31	4.6	6.7	-7.4	-1.8	4.5	2.2	-5.5	6.9	-3.6	-0.3	CCOc1ccc(N2C(=O)/C(=C/c3ccccc3)N=C2SC)cc1
32	13.6	6.7	-5.3	1.6	-2.0	1.4	-2.1	5.6	-11.7	0.5	COc1cc(NC(=O)Cn2cnc3sc(C)c(S(=O)(=O)N4CCOCC4)c3c2=O)cc(OC)c1OC
33	0.2	5.9	-5.0	-2.4	-3.0	3.8	-4.8	-12.6	-0.7	1.0	Nc1nc(-c2ccc(Cl)cc2)cs1
34	2.6	-6.4	-8.6	-0.5	-7.6	3.4	-0.8	6.7	-1.1	-0.1	COc1ccc(S(=O)(=O)N2CCCOC2CNC(=O)C(=O)NCCCN2CCOCC2)cc1 (configuration not stated)
35	4.1	-3.3	-12.4	-3.5	-4.8	3.3	2.5	-7.6	11.0	-0.2	CCCC(=O)Nc1ccc(C2C(=O)c3ccccc3C2=O)cc1
36	6.8	9.5	3.1	-3.6	2.5	-1.2	-0.5	-8.7	2.6	-0.5	CCOC(=O)N1CCC(NC(=O)CN(c2ccc(C(C)C)cc2)S(=O)(=O)c2c(C)nn(C)c2C)CC1
37	2.6	-4.8	2.1	-1.6	-3.0	-0.7	-3.1	0.8	-4.4	-0.1	CC(=O)c1c(C)[nH]c(C(=O)NCc2ccc(C)cc2)c1C
38	12.2	-11.0	-7.9	-1.2	-8.8	-0.8	-1.2	2.1	6.8	0.7	CC(=O)N1c2ccc(S(=O)(=O)N3CCC(C(=O)NC4CCCCC4)CC3)cc2CC1C (configuration not stated)
